Source: PubChem BioAssay
SENP1 inh – SENP1 (human) catalytic domain inhibition. Q9P0U3. recombinant SENP1 catalytic domain, CyPet-SUMO1-YPet FRET cleavage. inhibition, % at 10 µM. 360,000 compounds, 0.21% hits;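 active = inhibition at least 30% at 10 µM, raw YFP signal under a set limit, fluorescence ratio 0.5 to 1.5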;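 note: 0% = enzyme with DMSO and 100% = no enzyme wells; some results filed as inactive read as strong as hits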
Target sequence (Q9P0U3 419-644 limits assumed): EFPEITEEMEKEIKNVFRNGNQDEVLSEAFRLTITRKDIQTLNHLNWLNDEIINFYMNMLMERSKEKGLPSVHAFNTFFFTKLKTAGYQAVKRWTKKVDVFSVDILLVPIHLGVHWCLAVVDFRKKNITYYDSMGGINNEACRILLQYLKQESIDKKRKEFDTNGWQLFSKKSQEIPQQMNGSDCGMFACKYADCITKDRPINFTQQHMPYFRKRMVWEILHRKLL
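Assay system – human recombinant His6-tagged SENP1 catalytic domain enzyme · Input – SENP1 enzyme, 20 pM final · Buffer or medium – Tris pH 8 buffer plus EDTA, NaCl, BME, BSA, NP40, catalase · Schedule – 50 min reaction at room temperature · Technique – FRET read of cyan and yellow fluorescence · Control set – no-enzyme wells low, DMSO-plus-enzyme wells high control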
NALP3 yeast inh – blocks the NALP3 inflammasome reconstituted in yeast. Yeast reconstituted NLRP3/ASC/caspase-1, beta-gal luminescence, 24 h. 330,000 compounds, 0.39% hits. AID 2825. inhibition, % at 10 µM;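 active = inhibition of 50% or more; inactive = inhibition below 50%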;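 note: plate controls were induced DMSO wells for no effect and uninduced yeast grown without galactose for full effect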
HKDC1 inhibitor – HKDC1 (human) hexokinase inhibition. Q2TB90. recombinant HKDC1, G6PDH/diaphorase resazurin coupled fluorescence. inhibition, % at 20 µM. 340,000 compounds, 0.16% hits. AID 493160;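 active = inhibition above about 35% when tested at 20 µM, limit read from the data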;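 note: plate controls were DMSO wells with enzyme for no effect and DMSO wells lacking enzyme for full effect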
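Test system: Recombinant HKDC1 (HK5) hexokinase enzyme, produced in-house | Input: HKDC1 at 5 µg/mL | Buffer or medium: Tris pH 8.0 buffer with MgCl2, Tween-20, BSA, BME | Schedule: 90 min reaction incubation at room temperature, dark | Technique: Resazurin-to-resorufin fluorescence via G6PDH and diaphorase coupling, 525/613 nm | Controls: DMSO wells with and without enzyme mix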
SENP8 block-1 – blocks the human protease SENP8; Q96LD8; purified SENP8, Z-RLRGG-aminoluciferin cleavage, luminescence; inhibition, % at 10 µM; 330,000 compounds, 1.2% hits; AID 2540; in the data active = inhibition above about 50%
SENP6 block – SENP6 protease inhibition; Recombinant SENP6 catalytic domain, aminoluciferin luminescence; Q9GZR1; 330,000 compounds, 1.8% hits; inhibition, % at 10 µM;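 active = inhibition above about 50% at the single tested dose, limit read from the data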;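 note: plate controls were DMSO wells with enzyme for no effect and DMSO wells lacking enzyme for full effect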
Target sequence (Q9GZR1 628-1112 limits assumed): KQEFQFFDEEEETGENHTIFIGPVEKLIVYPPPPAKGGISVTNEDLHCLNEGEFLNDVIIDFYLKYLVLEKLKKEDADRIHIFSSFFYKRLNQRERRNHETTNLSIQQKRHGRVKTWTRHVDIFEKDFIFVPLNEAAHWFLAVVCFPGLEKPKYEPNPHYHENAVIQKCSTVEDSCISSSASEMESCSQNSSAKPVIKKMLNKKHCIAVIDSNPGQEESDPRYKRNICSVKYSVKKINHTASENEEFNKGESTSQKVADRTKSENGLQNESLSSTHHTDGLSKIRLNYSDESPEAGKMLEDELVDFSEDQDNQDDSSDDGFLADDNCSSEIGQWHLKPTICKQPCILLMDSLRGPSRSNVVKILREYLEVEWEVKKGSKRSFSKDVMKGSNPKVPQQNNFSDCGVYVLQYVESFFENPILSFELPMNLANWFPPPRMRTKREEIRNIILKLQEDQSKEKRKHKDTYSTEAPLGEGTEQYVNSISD
SENP7 inh – SENP7 protease inhibition; 330,000 compounds, 1.5% hits; inhibition, % at 5 µM; Q9BQF6; recombinant SENP7, Z-RLRGG-aminoluciferin luminescence, 40 min; AID 434973;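 active = inhibition above about 50% at the single test dose, limit read from the data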;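 note: plate controls were DMSO with enzyme for no effect and no enzyme buffer wells for full effect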
Target sequence (Q9BQF6 706-1050 limits assumed): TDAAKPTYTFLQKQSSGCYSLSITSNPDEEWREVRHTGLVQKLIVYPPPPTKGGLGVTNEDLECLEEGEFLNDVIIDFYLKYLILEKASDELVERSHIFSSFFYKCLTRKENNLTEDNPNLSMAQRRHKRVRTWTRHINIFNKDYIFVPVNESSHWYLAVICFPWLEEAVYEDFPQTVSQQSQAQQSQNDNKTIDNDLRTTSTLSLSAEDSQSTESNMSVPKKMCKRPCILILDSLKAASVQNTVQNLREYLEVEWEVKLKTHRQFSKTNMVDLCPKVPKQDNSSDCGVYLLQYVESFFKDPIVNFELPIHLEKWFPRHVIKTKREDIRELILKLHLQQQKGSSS
SENP8 block-2 – blocks human SENP8 cleavage of Nedd8 substrate; AID 602440; inhibition, % at 20 µM; 360,000 compounds, 0.64% hits; Q96LD8; recombinant SENP8, Nedd8 substrate fluorescence; in the data active = inhibition mostly above about 40%, no sharp cut-off; inactive = mostly below about 27%
PfGluPho inh – PfG6PD (Plasmodium falciparum) enzyme inhibition; PfGluPho enzyme, NADPH resazurin-diaphorase fluorescence; inhibition, % at 20 µM; 350,000 compounds, 0.78% hits; AID 504690;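 active = inhibition reaching at least a set limit at 20 µM in the primary screen, cut at about 59% in these data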;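 note: 0% = DMSO wells with substrate and 100% = DMSO wells lacking glucose-6-phosphate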
Apaf1 inhib – inhibitors of human Apaf-1 apoptosome. reconstituted apoptosome caspase-3 activity, DEVD-Rh110 fluorescence. 330,000 compounds, 0.71% hits. AID 489030. inhibition, % at 20 µM. O14727; active = inhibition of at least 40% at 20 µM;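 note: plate controls were DMSO wells for no effect and DEVD-CHO caspase inhibitor wells for full effect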
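detection = Rh110 fluorescence intensity | test system = biochemical Apaf-1 apoptosome reconstitution | also added = cytochrome c and DEVD-Rh110 substrate | schedule = 30 min plus 50 min, RT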
* marks the source's active call; other numbers are inactive results; x = no result given; & = joins results of further samples.

Each structure is followed by: SENP1 inh	NALP3 yeast inh	HKDC1 inhibitor	SENP8 block-1	SENP6 block	SENP7 inh	SENP8 block-2	PfGluPho inh	Apaf1 inhib
- CC(Nc1nc(-c2ccc(F)cc2)cs1)c1nc2cc(Cl)c(N3CCCCC3)cc2n1CCCO (stereo not drawn)
  -4	18	11	1	5	-4	-50	34	9
- COc1ccc(NC(=O)CN(c2cccc(F)c2)S(C)(=O)=O)cc1OC
  3	8	-6	-1	3	5	11	11	-21
- O=C1c2cc3ccccc3c(-c3ccccc3)c2C(=O)N1c1ccccn1
  -1	28	-5	6	18	-1	-37	34	5
- COCCCNC(=O)c1ccc(NS(C)(=O)=O)cc1
  -1	15	-3	6	-10	3	12	-4	-6
- Cn1nc(C(C)(C)C)cc1NC(=O)Nc1cc(Cl)cc(Cl)c1
  0	1	3	-2	-18	2	17	9	3
- Fc1ccc2[nH]c3c(NCCN4CCOCC4)ncnc3c2c1
  -7	4	-2	7	9	3	-247	-3	5
- Cc1ccc(CNC(=O)c2ccc(-n3cccc3)cc2)cc1
  -114	x	8	x	x	x	-16	-18	x
- Cc1c(C(=O)Nc2ccc3c(c2)OCCO3)sc2ncnc(N3CCCCC3C)c12 (stereo not drawn)
  3	4	5	-6	-4	3	6	-11	21
- Cc1cc(N2C(=O)C3CC=CC(C)C3C2=O)no1 (stereo not drawn)
  1	-1	-5	-1	-6	-8	6	-2	-1
- CCOc1ccc(/C=N/NC(=O)CNC(=O)c2ccc(S(=O)(=O)N3CCOCC3)cc2)cc1
  1	1	-7	-5	-5	-9	2	7	4
- CCOc1cc(/C=C(\C#N)C(=O)Nc2cccc(C(=O)O)c2)ccc1OCc1ccccc1Cl
  0	17	7	2	-18	-10	-176	-15	18
- CCN1CCC(O)(C(C(=O)O)c2ccccc2)CC1 (stereo not drawn)
  3	x	-3	x	x	x	12	-18	x
- CN(C)S(=O)(=O)c1ccc(Cl)c(NC(=O)COC(=O)c2ccc(O)cc2)c1
  1	4	15	2	1	2	8	1	-3
- C#CCOc1nc(Nc2cccc([N+](=O)[O-])c2)nc(OCC#C)n1
  2	11	14	9	11	-4	16	3	3
- COc1ccc(CCN2C(=O)c3[nH]nc(-c4ccccc4O)c3C2c2ccc(C)cc2)cc1OC (stereo not drawn)
  1	-1	4	-8	0	-4	19	-3	14
- CCCC[C@@H]1CN=C(N)N1CC(C)(C)C
  1	6	-3	2	-7	0	8	-8	-4
- COc1cccc(-n2cnc3scc(-c4cccs4)c3c2=O)c1
  2	-3	-3	-5	-8	-1	-78	8	4
- CCCS(=O)(=O)c1nc(S(=O)(=O)c2ccc(C)cc2)c(NCc2ccco2)s1
  1	3	-7	-15	-27	-12	12	8	25
- Cc1nn(CC#N)c(=O)n1-c1ccccc1
  3	12	-2	-3	3	-1	12	5	-5
- CCOc1ccc2nc(NC(=O)C(NS(=O)(=O)c3cccc4nsnc34)C(C)C)sc2c1 (stereo not drawn)
  3	7	0	0	2	11	19	17	13
- CCCCN(C)C1=CC2=CC(=C(C#N)C#N)CCC2CC1 (stereo not drawn)
  -23	-20	16	-4	0	9	13	9	-76
- Cc1nn(C2CCS(=O)(=O)C2)c2nc(C3CC3)cc(C(=O)Nc3cccc(C#N)c3)c12 (stereo not drawn)
  1	8	10	-9	-18	-1	-144	0	17
- C=CCOc1ccc2c(c1)CCC1C2CCC2(C)C(O)C(O)CC12 (stereo not drawn)
  1	x	2	x	x	x	12	15	x
- O=C1CSC(c2cccc(F)c2)N1c1ccccc1F (stereo not drawn)
  3	-15	0	0	-10	-9	31	-14	18
- Cn1c2c(c(=O)n(C)c1=O)C(CC(=O)Nc1ccc(F)cc1)C(=O)N2 (stereo not drawn)
  1	16	21	-1	-3	2	-7	-11	-11
- Cc1cc(C)c(NC(=O)CN2CCN3CCCC3C2)c(C)c1 (stereo not drawn)
  -2&-4	-1	1&-5	6	7	3	12&2	-7&-2	-1
- CCN(CC)C(=O)CSC1=C(C#N)C(c2cccs2)C=C(C)N1 (stereo not drawn)
  0	7	1	14	-3	1	-49	59	9
- CC(=O)c1c(C)nc(-c2ccccc2)nc1N
  1	11	-5	-14	-22	-6	14	-9	-3
- Cc1ccc(C)c(NC(=S)NNC(=O)c2ccc(Br)o2)c1
  2	14	-6	-8	13	22	8	-28	-9
- CC(=O)OC(C(=O)NC1CCCCC1)c1ccc(Cl)c(Cl)c1 (stereo not drawn)
  1	-4	-5	4	-6	3	22	-6	-9
- C/C(=N/NC(=O)CNc1ccc(C)cc1)c1ccc(Cl)cc1
  -1	0	-6	11	1	2	5	2	-2
- Cn1c(=O)c([N+](=O)[O-])c(NCCCn2ccnc2)c2ccccc21
  -1	15	-3	-1	-18	15	14	1	-8
- CC[C@]12c3[nH]c4ccccc4c3CCN1C(=O)C(CC(=O)NCCC1=CCCCC1)C[C@@H]2C(=O)N1CCN(C(=O)c2ccco2)CC1 (stereo partly drawn)
  1	7	9	6	29	8	9	3	17
- CCCCCOC(=O)c1ccc(OC(=O)c2cncc(Br)c2)cc1
  1	8	-4	8	13	-1	-7	-13	-10
- N#C/C(=C\Nc1ccc(Cl)cn1)S(=O)(=O)c1ccccn1
  -2	10	0	6	-7	-2	-14	-6	-24
- COc1ccc(CNC(=O)C[C@H]2C[C@H](C(=O)N3CCOCC3)[C@@]3(C)c4[nH]c5ccc(Cl)cc5c4CCN3C2=O)cc1OC
  1	x	-3	x	x	4	-2	3	8
- CCOc1ccc(S(=O)(=O)c2c(C(=O)c3ccc(C)cc3)cnc3cc4c(cc23)OCCO4)cc1
  -38	18	-4	-5	-28	-4	-439	-4	-4
- O=C(COC(=O)COc1ccc(Cl)cc1)NCCNC(=O)COC(=O)COc1ccc(Cl)cc1
  6	2	0	-4	-20	-5	14	-4	16
- COc1ccc(C(=O)NNC(=O)C(=O)N2CCCCC2)cc1OC
  2	4	-4	0	-9	8	2	2	7
- Cc1ccc(CNC(=O)CCS(=O)(=O)c2ccc(C)cc2)cc1
  3	15	-7	-1	-4	-2	6	2	-3
- Cc1ccc(S(=O)(=O)Nn2cnnc2)cc1
  0	-22	1	-2	-18	0	15	5	-17
- Cc1nn(C)c(C)c1CNC(=O)c1cc2n(n1)C(C(F)(F)F)CC(c1cccs1)N2 (stereo not drawn)
  8	4	13	3	-5	8	15	9	-7
- CC1CCCCC12NC(=O)N(CC(=O)N(C)Cc1nc3ccccc3c(=O)[nH]1)C2=O (stereo not drawn)
  -2	9	2	4	-3	5	10	-14	-3
- COc1ccc(-n2nnnc2SCC(=O)Nc2cccc(C)n2)cc1OC
  4	6	-9	-2	-30	-1	17	-38	-2
- O=C1C2C3C=CC(C3)C2C(=O)N1CNc1ccccc1 (stereo not drawn)
  3	-5	-1	3	16	1	21	-9	-1
- CCN(C(=O)CSc1nccc(=O)[nH]1)c1cccc2ccccc12
  2	11	-6	-4	-11	-5	15	-26	1
- Cc1cc(OCC(=O)Nc2ccncc2)cc(C)c1Cl
  1	19	6	2	-10	6	22	-1	-3
- O=C(COC(=O)c1nc(Cl)ccc1Cl)NNC(=O)c1ccccc1
  0	11	-7	-2	-4	-18	12	7	-2
- CCOC(=O)CSc1nnc(NCC(=O)OC(C)C)c(=O)[nH]1
  0	8	-2	-5	-7	-2	25	1	8
- COc1ccccc1CC(=O)Nc1ccc2c(C)cc(=O)oc2c1
  -6	11	-3	1	22	-5	-472	9	-10
- Cc1ccc(NC(=O)C(C)OC(=O)Cn2[nH]c(=O)c3ccccc3c2=O)cc1 (stereo not drawn)
  4	-5	-7	2	0	-3	1	-6	6
- CC(C)c1nc2oc3c(N4CCN(C)CC4)ncnc3c2c2c1CCC2
  -12	x	16	x	x	x	-130	15	x
- O=C(COc1ccc2ccccc2c1)N1CCN(C(=O)c2cccs2)CC1
  -1	22	4	3	13	-4	17	1	8
- CCCc1cc(=O)n2nc(N3CCC(C(=O)NCc4ccco4)CC3)sc2n1
  2	9	5	0	-20	3	9	-18	8
- O=C(Nc1ccccc1)O/N=C/c1ccccc1Cl
  -1	30	-1	26	39	56*	14	3	-5
- O=C(CSC1=NCCS1)NC(NC(=O)CSC1=NCCS1)c1ccccc1
  -1	13	-8	-5	-10	0	10	-7	-3
- O=C(NCc1ccccc1)c1cc2ccccc2oc1=O
  1	13	-1	5	-8	-4	-208	6	-1
- CCC(C(=O)NC1CCCC1)n1c2ccccc2c2nc(=O)cc(C)n21 (stereo not drawn)
  1	x	5	x	x	x	-34	-9	x
- CC(C(=O)O)N1C(=O)C2C3CC(C2C1=O)C1C(c2ccccc2)c2sc(=O)[nH]c2SC31 (stereo not drawn)
  -23	14	-4	-2	8	0	3	-11	1
- COc1cc2c(cc1OC)C(C(=O)Nc1cc(C)c(OC)c(C)c1)CC(=O)N2 (stereo not drawn)
  2	13	-5	6	0	-6	8	2	-9

Some of these compounds in order of molar mass, high to low:
Each structure is followed by: SENP1 inh	NALP3 yeast inh	HKDC1 inhibitor	SENP8 block-1	SENP6 block	SENP7 inh	SENP8 block-2	PfGluPho inh	Apaf1 inhib
- CC[C@]12c3[nH]c4ccccc4c3CCN1C(=O)C(CC(=O)NCCC1=CCCCC1)C[C@@H]2C(=O)N1CCN(C(=O)c2ccco2)CC1 (stereo partly drawn)
  1	7	9	6	29	8	9	3	17
- CCCc1cc(=O)n2nc(N3CCC(C(=O)NCc4ccco4)CC3)sc2n1
  2	9	5	0	-20	3	9	-18	8
- Cn1c(=O)c([N+](=O)[O-])c(NCCCn2ccnc2)c2ccccc21
  -1	15	-3	-1	-18	15	14	1	-8

(list continues)
Each structure is followed by: SENP1 inh	NALP3 yeast inh	HKDC1 inhibitor	SENP8 block-1	SENP6 block	SENP7 inh	SENP8 block-2	PfGluPho inh	Apaf1 inhib
- Cc1noc(C)c1CSc1nnc2ccccn12
  -1	-16	-8	1	-5	10	-333	2	-3
- CN(C)CCC1Sc2ccccc2Oc2ccccc21 (stereo not drawn)
  2	16	3	-12	-3	-8	24	18	-1
- Cc1csc2nnc(N)n12
  3	9	-4	5	-12	5	-8	-5	-7
- COc1ccc(-n2c(=S)[nH]c3cc(C(=O)Nc4ccc(C)c(F)c4)ccc3c2=O)c(OC)c1
  -2	2	3	8	-11	5	10	3	16
- Cc1oc(-c2cccc(Cl)c2)nc1CS(=O)(=O)CC(=O)NCc1ccco1
  2	7	-5	8	3	2	24	4	5
- CCOc1cc(/C=C\[N+](=O)[O-])ccc1OCC(=O)Nc1ccccc1C
  0	58*	10	0	-9	5	-18	30	13
- Cc1ccc(NC(=O)CSc2ncccn2)cc1F
  0	32	-12	-16	-14	-1	1	-3	-2
- Cc1c(C)n(-c2ccccc2)c2ncnc(NCCN(C)C)c12
  3	4	-6	5	28	-4	12	8	0
- O=C(NCc1ccncc1)C(=O)NCC(c1ccco1)N1CCN(c2ccccc2F)CC1 (stereo not drawn)
  3	5	-7	-7	-1	-12	2	-8	-6
- O=[N+]([O-])c1cc2ccccc2nc1-c1ccccc1
  -2	x	-7	x	x	x	1	5	x
- Cc1ccc(C(C)C)c(Oc2nnnn2-c2ccccc2)c1
  3	-91	-1	-5	-3	13	7	3	4
